# PI5P4Ka inh: PI5P4K alpha (human) kinase inhibition. P48426. PI5P4Kalpha enzyme, ADP-Glo luminescence, 60 min; hits give low values. max response, %. hit rate 1.2% among 330,000. AID 652105; active = max response of -50% or lower; inconclusive = between -30% and -50%; inactive = -30% or higher; note: value at the top dose of about 77 µM; % is set by controls: 0 for no effect and ±100 for the full control effect
#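 ADP-Glo luminescence end-point after a 60 min room-temperature kinase reaction. PI5P4Kalpha and substrate in HEPES pH 7.4 buffer with EGTA, 0.1% CHAPS and 5% DMSO; ATP at 5 microM final.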
# EPAC1 antagonist: blocks human EPAC1 exchange factor. AID 720709. hit rate 0.14% among 360,000. Potency, µM (highest dose often 115 µM), for inactives: top-dose activity change, negative = inhibition, most hits filed as inhibitors. O95398. EPAC1 GEF assay, Rap1b-BODIPY-GDP exchange fluorescence;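 note: potency is the fitted concentration of half-maximal effect; plate controls were vehicle for no effect and positive control for full effect; nearly all actives have a fitted effect of over 50% in size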
# CCT modulator: changes cytosolic chaperonin activity; purified chaperonin ATPase assay, HTRF ADP detection, 30 min; activity change, % (concentration not given with the values), hits read low; hit rate 0.3% among 360,000; in the data active = activity change below about -30%; note: % is set by controls: 0 for no effect and ±100 for the full control effect
#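 Nucleotide hydrolysis assay: TRiC at 20–40 nM final (set by batch activity) with 10 uM ATP, 30 min at 37 °C, in presence of 76 uM compound. Detection by competitive ADP HTRF, 30 min ambient.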
# WRN helicase inh: WRN helicase (human) inhibition; Potency, µM (top dose mostly 114 µM), without a hit: at the highest dose activity change, negative = inhibition, hits mostly inhibitors; AID 651768; hit rate 0.46% among 360,000; WRN helicase unwinding, fluorescent forked duplex, kinetic; note: potency is the fitted concentration of half-maximal effect; % is set by controls: 0 for no effect and ±100 for the full control effect; nearly all actives have a fitted effect of over 55% in size
#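 Fluorescence dequenching readout, ex 525 nm/em 598 nm, kinetic mode: forked duplex DNA (100 nM final) with adjacent fluorophore and quencher unwound by WRN (20 nM final) with 2 mM ATP. Compound preincubation 15 min, room temperature.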
# EPAC2 antagonist: blocks human EPAC2 exchange factor. hit rate 0.18% among 360,000. Q8WZA2. Potency, µM (titrated, usually from 114 µM), inactives show at the highest dose activity, negative = inhibition, usual class: inhibitors. EPAC2 GEF exchange of Rap1B-BODIPY-GDP, fluorescence; note: potency is the fitted concentration of half-maximal effect; % is set by controls: 0 for no effect and ±100 for the full control effect; nearly all actives have a fitted effect of over 45% in size; many of its hits are not listed in these tables
# Target sequence (Q8WZA2 whole entry, looked up): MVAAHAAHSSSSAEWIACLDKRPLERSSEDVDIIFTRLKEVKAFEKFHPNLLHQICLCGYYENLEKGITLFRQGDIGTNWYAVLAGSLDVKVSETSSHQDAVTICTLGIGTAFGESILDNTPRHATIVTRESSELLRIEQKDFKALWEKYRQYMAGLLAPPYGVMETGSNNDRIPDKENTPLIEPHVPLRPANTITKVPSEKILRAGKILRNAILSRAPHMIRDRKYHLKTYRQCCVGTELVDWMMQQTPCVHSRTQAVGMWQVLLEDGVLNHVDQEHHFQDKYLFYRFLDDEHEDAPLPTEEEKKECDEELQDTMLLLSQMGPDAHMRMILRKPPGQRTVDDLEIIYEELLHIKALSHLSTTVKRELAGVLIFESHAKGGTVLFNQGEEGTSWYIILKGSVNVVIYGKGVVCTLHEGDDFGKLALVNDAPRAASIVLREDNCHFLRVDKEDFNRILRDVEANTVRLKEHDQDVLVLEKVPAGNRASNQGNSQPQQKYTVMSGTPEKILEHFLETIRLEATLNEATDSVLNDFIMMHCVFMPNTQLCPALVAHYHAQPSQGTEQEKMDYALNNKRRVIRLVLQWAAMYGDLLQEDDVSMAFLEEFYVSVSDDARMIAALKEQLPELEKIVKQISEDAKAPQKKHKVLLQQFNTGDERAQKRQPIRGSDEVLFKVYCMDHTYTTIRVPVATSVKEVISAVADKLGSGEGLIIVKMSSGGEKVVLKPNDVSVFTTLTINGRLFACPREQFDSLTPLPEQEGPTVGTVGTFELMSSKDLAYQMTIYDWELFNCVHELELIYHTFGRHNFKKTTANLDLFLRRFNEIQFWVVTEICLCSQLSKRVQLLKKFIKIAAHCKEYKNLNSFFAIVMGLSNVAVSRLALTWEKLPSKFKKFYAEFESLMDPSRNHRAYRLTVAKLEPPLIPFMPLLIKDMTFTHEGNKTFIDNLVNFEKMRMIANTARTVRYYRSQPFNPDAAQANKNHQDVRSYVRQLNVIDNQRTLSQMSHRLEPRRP
# PLK1 PBD inh: blocks phosphopeptide binding to human PLK1 polo-box domain; P53350; Plk1 PBD binding of FITC phosphopeptide, fluorescence polarization; Potency, µM, without a hit: max response, negative = inhibition, usual class: inhibitors; hit rate 2.8% among 360,000; AID 720504; note: potency is the fitted concentration of half-maximal effect; series mostly up to about 57 µM; % is set by controls: 0 for no effect and ±100 for the full control effect; nearly all actives have a fitted effect of over 65% in size
# EPAC1 agonist: EPAC1 (human) agonism; EPAC1 agonist qHTS, biochemical assay; response scale: 100% = response to 6.5 mM cAMP; Potency, µM (series often up to 154 µM), without a hit: top-dose activation, usual class: activators; hit rate 0.073% among 360,000; AID 720707; note: potency is the fitted concentration of half-maximal effect; nearly all actives have a fitted effect of over 60% in size
#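 Nucleotide exchange assay: 100 nM EPAC1 with 250 nM Rap1B loaded with BODIPY-GDP and 50 uM GDP, room temperature. Fluorescence (480/540 nm) read every 5 min for 30 min; signal change normalized to 6.5 mM cAMP as full agonist.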
# Mm-Cpn inhibitor: blocks the Methanococcus maripaludis chaperonin Mm-Cpn | purified Mm-Cpn ATPase, ADP Transcreener TR-FRET | Potency, µM (highest dose often 76.9 µM), for the others: top-dose activity, negative = inhibition, actives largely listed as inhibitors | hit rate 0.031% among 330,000 | AID 504842; note: potency is the fitted concentration of half-maximal effect; % is set by controls: 0 for no effect and ±100 for the full control effect; nearly all actives have a fitted effect of over 80% in size
#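 ATP (10 uM final) was added to archaeal chaperonin (25 nM final) after 10 min exposure to test compound at 37°C; after 30 min further incubation, ADP was detected by competitive TR-FRET.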
# * marks the source's active call; other numbers are inactive results; ? = inconclusive; · = no result given; [ ] = dose if it differs, or a comment. Unless noted, calls come from the whole dose curve; as a rule, active = well fitted curve in the direction sought with a large enough effect; inconclusive = small, poorly fitted or top-dose-only effect, or another doubt; inactive = no such curve, though single readings can be large; an effect the other way counts as inactive or inconclusive.
SMILES,PI5P4Ka inh,EPAC1 antagonist,CCT modulator,WRN helicase inh,EPAC2 antagonist,PLK1 PBD inh,EPAC1 agonist,Mm-Cpn inhibitor
O=C(Nc1cccc(C(=O)O)c1)/C(=C\c1ccc2c(c1)OCO2)NC(=O)c1ccccc1,-5,9%,1.9,-3%,2%,-7%,2%,2%
COc1ccccc1N1CCN(C(=O)CCNC(=O)c2ccco2)CC1,2,-4%,-1.9,3%,2%,-3%,3%,1%
Cc1ccc(C(=O)N2CCCC(C(F)(F)F)C2)cc1S(=O)(=O)N1CCOCC1 (configuration not stated),-1,2%,1.7,6%,5%,-4%,-8%,-1%
CCC1(C)COC(c2ccc(OC)c(OC)c2)OC1 (configuration not stated),6,-19%,-3.7,0%,7%,2%,-9%,·
Cc1cccc2c1CC(C)(C)NC2=C(C#N)C#N,-5,11%,-0.6,9%,-1%,-2%,6%,0%
CN(C)CCNc1ncnc2c1ncn2[C@H]1CN(Cc2ccc3c(c2)OCO3)C[C@@H](CO)O1,4,-7%,0.8,7%,-28%,-2%,-1%,·
COc1ccc(N(CC(C)C)S(=O)(=O)c2nnc(NC(=O)c3ccco3)s2)cc1,?,-22%,0.5,6%[11.6 µM],-11%,-30%,-1%,-2%
O=C(N1CCN(c2cccc(Cl)c2)CC1)C1(S(=O)(=O)c2ccc(Cl)cc2)CC1,2,-11%,0.5,-2%,-6%,-17%,16%,0%
Cn1cccc1C1Nc2ccccc2NC2=C1C(=O)CC(C)(C)C2 (configuration not stated),1,8%,0.3,-3%,9%,-10%,19%,-4%
CN(C)c1ccnc(Nc2ccccc2)c1C#N,4,16%,-0.6,-1%,3%,-6%,3%,1%
O=C(CSc1nnc(CNC(=O)c2ccccc2)o1)NCC1CCCO1 (configuration not stated),5,19%,0.3,-14%,9%,-3%,-6%,1%
CCOc1ccc(OCC)c(NC(=O)CSc2nnc(-c3cccnc3)o2)c1,·,8%,1.8,-9%,19%,-6%,-13%,2%
CC1Cc2ccccc2N1C(=O)CSc1nnc2sc3ccccc3n12 (configuration not stated),0,11%,-1.5,-5%,9%,-6%,-5%,-2%
Cc1cccc(NS(=O)(=O)c2ccc3oc(=O)ccc3c2)c1C,0,-35%,-2.4,3%,-3%,-13%,-3%,2%
COc1ccc(C(CNC(=O)C(CCSC)NC(=O)c2ccccc2Cl)N2CCOCC2)cc1 (configuration not stated),6,8%,-0.9,-3%,15%,-1%,5%,3%
CSc1ccc(S(=O)(=O)Nc2ccc(NC(C)=O)cc2)cc1,-8,-10%,-1.5,-5%,9%,-10%,7%,0%
COc1ccc(N2CCN(CCCNC(=O)C(=O)c3c(C)[nH]c4ccccc34)CC2)cc1,-5,-18%,-1.2,-8%,2%,-18%,3%,-3%
CCOC(=O)C(C)N1N=C(/C=C/c2ccc(OC)cc2)CCC1=O (configuration not stated),0,-8%,0.9,-10%,11%,2%,3%,-1%
CCc1nn(CC(=O)O)c(=O)c2ccccc12,·,18%,2.0,-13%,15%,0%,-4%,-2%
O=C(Cn1c(C(=O)NCCCN2CCOCC2)cc2sccc21)c1ccccc1,·,-1%,-1.1,-12%,13%,0%,-4%,·
O=C(O)CCC(=O)Nc1ccc(Sc2ccc([N+](=O)[O-])cc2)cc1,-6,15%,-0.9,-34%[57.1 µM],6%,0%,-9%,1%
COc1ccccc1NC(=O)C(C(C)C)N1C(=O)c2ccccc2C1=O (configuration not stated),9,3%,-1.7,-4%,?,-1%,13%,-2%
COC(=O)c1sc2ccccc2c1-n1cccc1C(=O)C(=O)Nc1ccc(Cl)cc1,5,-6%,-0.4,-36%[57.1 µM],-5%,-8%,10%,-5%
Cc1ccc(S(=O)(=O)N/N=C\c2ccccc2OCc2ccccc2)cc1,·,-17%,-1.3,-22%,-9%,-4%,29%,0%
Cc1ccc(NC(=S)N2CCCC2)cc1,2,1%,-2.8,4%,-5%[57.1 µM],-16%,11%,1%

# Exported as labelled records: entries from further up.
CSc1ccc(S(=O)(=O)Nc2ccc(NC(C)=O)cc2)cc1
  PI5P4Ka inh: -8	EPAC1 antagonist: -10%	CCT modulator: -1.5	WRN helicase inh: -5%	EPAC2 antagonist: 9%	PLK1 PBD inh: -10%	EPAC1 agonist: 7%	Mm-Cpn inhibitor: 0%
COc1ccccc1N1CCN(C(=O)CCNC(=O)c2ccco2)CC1
  PI5P4Ka inh: 2	EPAC1 antagonist: -4%	CCT modulator: -1.9	WRN helicase inh: 3%	EPAC2 antagonist: 2%	PLK1 PBD inh: -3%	EPAC1 agonist: 3%	Mm-Cpn inhibitor: 1%
Cc1ccc(NC(=S)N2CCCC2)cc1
  PI5P4Ka inh: 2	EPAC1 antagonist: 1%	CCT modulator: -2.8	WRN helicase inh: 4%	EPAC2 antagonist: -5%[57.1 µM]	PLK1 PBD inh: -16%	EPAC1 agonist: 11%	Mm-Cpn inhibitor: 1%
O=C(N1CCN(c2cccc(Cl)c2)CC1)C1(S(=O)(=O)c2ccc(Cl)cc2)CC1
  PI5P4Ka inh: 2	EPAC1 antagonist: -11%	CCT modulator: 0.5	WRN helicase inh: -2%	EPAC2 antagonist: -6%	PLK1 PBD inh: -17%	EPAC1 agonist: 16%	Mm-Cpn inhibitor: 0%

# Continued.
SMILES,PI5P4Ka inh,EPAC1 antagonist,CCT modulator,WRN helicase inh,EPAC2 antagonist,PLK1 PBD inh,EPAC1 agonist,Mm-Cpn inhibitor
CC(C)(C)c1cc(NC(=O)c2ccco2)no1,3,-20%,-1.8,1%,4%,-3%,9%,-4%
C[C@@]12CC(=O)NC1N(C(=O)c1cccc(C(F)(F)F)c1)C(c1ccccc1O)C2 (some centres not stated),2,9%,-0.7,-8%,-3%,-4%,3%,-3%
Cc1cc(Cl)c2oc(C(=O)N(C)CC3CCOCC3)c(C)c2c1,10,9%,3.4,-4%,?,27µM*,6%,1%
NC(=O)CC1(c2ccccc2)CCCCC1,2,8%,1.6,-2%,-2%,-4%,2%,·
COCCN1Cc2cccc(C(=O)Nc3ccccc3OC)c2C1=O,-8,0%,0.0,7%,6%,?,2%,-2%
CCCN(C(=O)c1ccc2c(SCC(=O)O)c3c(nc2c1)CCC3)c1cccc(C)c1,10,9%,0.3,-8%,-6%,-16%,12%,0%
CCCCN(CC)C(=O)Cc1cn(C)c2ccccc12,-3,0%,0.6,0%,-1%,-2%,-8%,-1%
CCCCN1Cc2ccccc2Oc2cc(Br)ccc2S1(=O)=O,11,-6%,0.8,-1%,?,2%,17%,0%
CCC1(C)Cc2ccccc2-c2nc[nH]c(=O)c21 (configuration not stated),8,?,-5.6,-7%,1%,-19%,-3%,-5%
Nn1c(Cc2ccccc2)nc2sc3c(c2c1=O)CCC3,2,-26%,-1.1,-1%,6%,-21%,4%,1%
Cn1c(=O)[nH]c(=O)c2c1nc(N1CCCCCC1)n2CCOc1ccccc1,1,7%,-3.3,-1%,-3%,-22%,9%,0%
CC1(C)Cc2c(cnn2-c2cccc(F)c2)C(NC(=O)c2cc[n+]([O-])cc2)C1 (configuration not stated),7,2%,0.3,-1%,-3%,2%,3%,0%
CC1CN(S(=O)(=O)c2cccc3nsnc23)CC(C)O1 (configuration not stated),·,-10%,0.8,-7%,-1%,2%,2%,2%
COc1ccc(NC(=O)/C=C/c2cccc(C(F)(F)F)c2)cn1,2,-6%,-1.1,-6%,-14%,-7%,8%,-5%
CC(C)(C)c1ccc(C(O)c2ncc(-c3ccccc3Cl)[nH]2)cc1 (configuration not stated),0,-17%,0.8,-2%,-19%,3%,7%,·
Cc1oc(-c2ccccc2Cl)nc1CSCC(=O)O,0,-12%,-0.6,-3%,1%,-7%,-4%,-2%
CC(C)(C)n1nnnc1C(c1cccs1)N1CCN(Cc2ccccc2)CC1 (configuration not stated),·,3%,-1.3,-3%[57.1 µM],-6%,-11%,4%,0%
COc1ccc2cc(CO)n(C)c2c1,-5,6%,-1.6,-13%,24%,-16%,-25%,-4%
Cc1c[n+](CC(=O)c2ccccc2)cs1,5,20%,0.9,-25%,20%,-11%,-5%,-12%
CCOC(=O)C1(CC)CC(CSc2nc3ccccc3[nH]2)OC1=O (configuration not stated),-5,2%,5.1,-10%,-8%,2%,7%,2%
COc1ccccc1C1/C(=C(\O)c2ccc3c(c2)OCCO3)C(=O)C(=O)N1Cc1cccnc1 (configuration not stated),5,-6%,-4.8,-3%,-3%,-14%,4%,-8%
COc1cccc(Nc2nc(C(N)Cc3ccccc3)cs2)n1 (configuration not stated),3,-7%,0.3,-12%,9%,-6%,-3%,·
C[C@]12CCC(=O)C=C1C=C[C@@H]1[C@@H]2CC[C@@]2(C)[C@H]1CC[C@@]21CCC(=O)O1,-2,-4%,-4.1,7%,5%,-2%,7%,0%
O=C(NNC(=O)c1ccc(S(=O)(=O)N2CCOCC2)cc1)c1ccccc1,4,12%,3.8,6%,19%,-3%,-4%,5%
COc1ccccc1C(=O)NNC(=O)c1ccncc1,-4,4%,-0.6,-9%,10%,-8%,4%,2%

# (listing goes on)
SMILES,PI5P4Ka inh,EPAC1 antagonist,CCT modulator,WRN helicase inh,EPAC2 antagonist,PLK1 PBD inh,EPAC1 agonist,Mm-Cpn inhibitor
O=C(c1ccco1)N1CCN(Cc2c(Cl)cccc2Cl)CC1,2,-2%,-0.5,-6%,0%,-8%,-1%,-3%
Fc1cccc(C2CCCCN2Cc2nc(C3CC3)no2)c1 (configuration not stated),1,13%,-6.0,-2%,-8%,2%,-3%,3%
COc1ccc(NC(=O)CSc2sc3c(O)cc(=O)[nH]c3c2C#N)c(OC)c1,-65*,?,0.9,?,9%,?,7%,-3%
CC(=O)c1cccc(NC(=O)C(OC(=O)c2cccc(S(=O)(=O)N(C)c3ccccc3)c2)c2ccccc2)c1 (configuration not stated),3,-27%,-0.4,-1%,2%,-13%,0%,-17%
COc1cc(OC)nc(C(NC(=O)C2CCN(Cc3c[nH]c4ccccc34)CC2)c2ccc(Cl)cc2)n1 (configuration not stated),12,-9%,1.0,3%,2%,3%,-7%,·
CNC(=S)N1CCC(c2nc3ccccc3s2)CC1,3,-11%,1.0,-10%,-5%,-22%,13%,0%
CCC(C)[C@H](NS(=O)(=O)c1ccc(C)cc1)C(=O)N1CCC(C(=O)N[C@@H](Cc2ccccc2)C(=O)O)CC1 (some centres not stated),0,9%,-1.5,9%,14%,-1%,-12%,1%
Cc1[nH]nc(C(F)(F)F)c1CCC(=O)NC1CCCCCC1,4,15%,1.5,0%,3%,-14%,-1%,1%
COc1cccc(C2C(C#N)=C(N)Oc3cc(C)n(Cc4ccccn4)c(=O)c32)c1OC (configuration not stated),-2,-12%,-3.3,-11%,-11%,0%,0%,-4%
CN(C(=O)CN1C(=O)NC2(CCc3ccccc32)C1=O)C1CCCCC1 (configuration not stated),-6,2%,1.1,-6%,5%,-1%,7%,-1%

# High-throughput results deposited in PubChem BioAssay by National Center for Advancing Translational Sciences (NCATS).

# These rows are one share of the data. The share of hits here may be higher or lower than overall.
